# High-throughput results deposited in PubChem by Broad Institute.
# ARNT TACC3 PPI: disruptors of ARNT/TACC3 protein interaction, primary screen, biochemical, AlphaScreen, single concentration; Transforming acidic coiled-coil-containing protein 3 (Homo sapiens), Q9Y6A5; AlphaScreen His-ARNT PAS-B/GST-TACC3 binding, luminescence; TACC3 fragment carries E629A point mutation; inhibition, % at 9.99 µM; 0.66% of 390,000 active; AID 623870, 2012;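 active = mean inhibition of replicates at least 50% and at least half of replicates each reaching 50%; inconclusive = half or more replicates reach 50% but mean below 50%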;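 note: 0% = complete ARNT plus TACC3 wells and 100% = ARNT alone without TACC3; many hits fall short of the cut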
# EWS-Fli block: EWS/Fli-driven NR0B1 reporter inhibitors, primary screen, A673 cells, NR0B1 luciferase, luminescence, MLPCN library. 0.67% of 350,000 active. inhibition, % at 12.6 µM. viability-normalised;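 active = mean inhibition of at least 50% after viability correction, with every replicate also passing that limit; inconclusive = mean reaches 50% but only one of two replicates passes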;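 note: firefly luciferase signal divided by Alamar Blue viability fluorescence both relative to DMSO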
# DENV2 CPE: inhibitors of DENV2 cytopathic effect, primary screen, cell-based, plate reader, single concentration; AID 651640, 2012; DENV2-infected cells, cytopathic effect rescue; CPE inhibition, % at 9.99 µM; 1.7% of 350,000 active; in the data active = CPE inhibition above about 20%, passing the limit was not always enough; inconclusive = no clear call, values can overlap the other calls; tested in BHK-21 cells;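 note: 0% = median of neutral control wells and 100% = median of positive control wells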
# PAX8 inh HTS: inhibitors of PAX8-driven TPO luciferase reporter, primary screen, RMG-I cells, single concentration. SteadyGlo, 24 h. inhibition, % at 12.6 µM. 1.2% of 360,000 active. AID 652154, 2013;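 active = mean replicate inhibition at least 60% with every replicate also reaching 60%; inconclusive = only one of the two criteria is met; inactive = mean below 60% and not all replicates reaching 60%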;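 note: luciferase light reporting Pax8 driven TPO promoter activity; plate controls were median of neutral control wells for no effect and mitoxantrone controls for full effect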
# XiGFP reactiv: activators of inactive X chromosome reactivation, primary screen, imaging, XiGFP fibroblasts, GFP high-content imaging, set 2. XiGFP mouse fibroblasts, % GFP-positive cells imaging, 3 d; cells co-treated with 5-aza-dC sensitizer; scaled so ellipticine positive control = 100%. activation, % at 7.58 µM. 0.055% of 360,000 active;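 active = mean normalized replicate activation at least 10% and every replicate at or above 10%; inconclusive = only one of the two criteria met; inactive = mean below 10% and not all replicates reach 10%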;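 note: 0% = median of on-plate neutral control wells and 100% = ellipticine 6 µM median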
#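 System: XiGFP fibroblasts, SV40-immortalized. Medium: DMEM plus 5-aza-dC sensitizer. Doses: single point. Timing: 3 d treatment, 15 min room-temperature fixation. Control set: ellipticine 6 µM.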
# INS-1E GSIS act: GLuc luminescence reporter in INS-1E cells, primary screen for activators of glucose-dependent secretion of insulin | INS-1E GLuc reporter insulin secretion, 2-3 h | activation, % at 16.6 µM | 0.61% of 370,000 active;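 active = lowest replicate activation of at least 40%, so every replicate reaches that level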;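 note: 0% = median of neutral control wells and 100% = median of IBMX positive control wells; some compounds called inactive have numbers as strong as hits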
# CFTR F508del cor: F508del CFTR correction, initial screen, CFBE line, single point; CFBE cells, YFP halide quenching; stimulated with forskolin plus potentiator P3; % fluorescence drop versus neutral controls; activity (quench increase), % at 7.58 µM; 0.36% of 350,000 active; AID 720511, 2013;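 active = mean added fluorescence quench of at least 8% versus neutral control, with both replicates also reaching 8%; inconclusive = only one of the mean or replicate conditions met; inactive = mean below 8% and not both replicates reaching 8%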;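 note: cells transiently co-express mutant CFTR-F508del with the halide-sensitive YFP; corrector assay measuring rescue of mutant channel to the surface after 24 h compound exposure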
# ERp5 block: inhibitors of ERp5-driven insulin aggregation, primary screen, biochemical, turbidity, absorbance 650 nm, single point. inhibition, % at 9.99 µM. 0.05% of 350,000 active. Protein disulfide-isomerase A6 (Homo sapiens), Q15084. AID 651711, 2012. 90 min;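 active = mean replicate inhibition above about 25%, with every replicate also reaching it, limit read from the data, passing the limit was not always enough; inconclusive = only one of those two criteria met; inactive = neither criterion met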
# Target sequence (Q15084 whole entry, looked up): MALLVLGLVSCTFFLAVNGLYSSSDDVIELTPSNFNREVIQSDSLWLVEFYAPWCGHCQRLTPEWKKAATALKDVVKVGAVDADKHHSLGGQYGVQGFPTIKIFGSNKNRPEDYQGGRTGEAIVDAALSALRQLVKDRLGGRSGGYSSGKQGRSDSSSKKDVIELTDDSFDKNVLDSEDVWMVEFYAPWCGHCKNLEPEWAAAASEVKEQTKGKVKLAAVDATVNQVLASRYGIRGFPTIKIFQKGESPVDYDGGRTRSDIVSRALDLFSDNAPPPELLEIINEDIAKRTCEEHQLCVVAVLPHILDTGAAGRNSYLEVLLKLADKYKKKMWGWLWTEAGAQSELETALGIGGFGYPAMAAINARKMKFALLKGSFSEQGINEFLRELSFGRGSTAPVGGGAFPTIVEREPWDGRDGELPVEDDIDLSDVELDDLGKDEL
# The depositor's hits bear a star; ? = inconclusive; . = no result given; & = joins results of further samples.
compound	ARNT TACC3 PPI	EWS-Fli block	DENV2 CPE	PAX8 inh HTS	XiGFP reactiv	INS-1E GSIS act	CFTR F508del cor	ERp5 block
COC(=O)C[C@H]1C[C@@H]2c3cc(NC(=O)Nc4ccccc4F)ccc3O[C@@H]2[C@H](CO)O1	2	-16	6	.	0.4	-12	1.3	-18
O=C(/C=C/c1ccccc1Cl)N(Cc1ccc(Cl)cc1)C1CCS(=O)(=O)C1 (stereo not drawn)	4	.	.	20	0.1	-8	.	.
COc1ccc(NC(=O)N(C)C[C@@H]2Oc3ccc(NC(=O)Nc4ccc5c(c4)OCO5)cc3C(=O)N([C@@H](C)CO)C[C@H]2C)cc1	8	-4	8	.	-0.5	7	-1.6	-3
CCN(c1ccccc1)S(=O)(=O)c1ccc(OC)c(NC(=O)Cc2ccc(OC)c(OC)c2)c1	2	3	0	27	0.4	-18	-1.5	-9
Cc1ccc2oc(=O)c3cc(C(=O)NCCN4CCc5ccccc5C4)sc3c2c1	.	-3	15	5	0.3	14	0.0	-1
C[C@H]1CCCCO[C@H](CN(C)Cc2ccc(C(=O)O)cc2)[C@@H](C)CN([C@@H](C)CO)C(=O)c2cc(NC(=O)Nc3ccc4c(c3)OCO4)ccc2O1	1	-13	-3	5	0.2	6	-1.5	3
CN1CCN(CCCN2c3ccccc3Sc3ccc(C(F)(F)F)cc32)CC1	18&15&19	4&3&14	-2&6&-5	-14&-1&10	-0.1&0.2&0.2	20&-19	0.6&3.0&4.2	-4&4&-2
O=C(NCCc1ccccc1)C1(S(=O)(=O)c2ccc(Cl)cc2)CC1	-6	4	-3	7	0.1	-2	-0.7	-1
Cc1cc(C)nc(NS(=O)(=O)c2ccc(NC(=O)CSc3nc4ccccc4[nH]3)cc2)n1	16	-6	0	-3	0.3	0	.	5
O=C1Oc2ccccc2C(=O)/C1=C\N1CCN(c2ccccc2)CC1	-3	5	2	19	0.3	-13	0.2	6
CC(=O)Nc1ccc(-c2ccc(NC(C)=O)c(O)c2)cc1O	-8	-16	7	-26	-0.1	-1	0.4	-4
Cc1ccc(S(=O)(=O)N(C)C[C@@H]2Oc3ccc(NC(=O)CCN4CCOCC4)cc3C(=O)N([C@H](C)CO)C[C@H]2C)cc1	5	-6	-7	1	0.0	-2	-1.7	3
O=C(Nc1ccc(N2CCN(C(=O)c3ccccc3)CC2)cc1)c1ccc2c(c1)OCCO2	2	-6	-4	-23	0.0	-4	-0.6	-1
CC(=O)c1ccc(Nc2nc(C(N)c3ccccc3)cs2)cc1 (stereo not drawn)	.	-41	10	-57	0.0	-1	-2.7	4
CN(Cc1ccccc1)c1nc2c(c(=O)n(C)c(=O)n2C)n1CCSc1ncccn1	-14	4	14	-6	-0.2	.	0.4	3
CC(C)c1ccc(NC(=O)N2CCOCC2)cc1	-33	-70	-3	-58	-0.1	0	-1.9	-2
Cc1ccc(NC(=O)c2ccc(S(=O)(=O)N3CCCCCC3)cc2)nc1	-2	-27	-2	-23	1.6	7	-0.1	5
Fc1cccc(Cl)c1COc1ccc(-c2nnco2)cc1	-10	-26	12	-10	0.4	17	-0.9	3
C[C@H](CO)N1C[C@H](C)[C@@H](CN(C)Cc2ccccc2)Oc2ncc(-c3ccccc3F)cc2C1=O	0	-17	-5	.	-0.6	7	0.8	6
O=C(c1ccncc1)N1C[C@@H]2[C@H](c3ccccc31)[C@H](CO)N2C(=O)Nc1ccccc1Cl	-3	-3	15	-12	0.5	-5	1.1	0
COC(=O)[C@@]1(Cc2ccc(F)cc2)[C@H]2c3cc(C(=O)N(C)C)n(Cc4cc(C)n(C)n4)c3C[C@H]2CN1C(=O)c1ccccc1	.	-3	?	-4	0.0	-19	-4.3	-2
CC1=CC2=NC(=O)/C(=C/c3coc4ccc(Cl)cc4c3=O)C(=N)N2O1	5	-7	14	11	0.3	-20	-0.2	9
Cc1cc(-c2nc(C)c(-c3nnc(SCC(=O)Nc4ccc(Cl)cc4)n3C)s2)no1	.	10	-2	-8	?	11	2.5	7
COc1ccc(C2C3(C#N)C(N)=NC(OC)(OC)C23C#N)cc1 (stereo not drawn)	6	16	10	16	0.0	-7	-2.2	6
CC=Cc1ccc2n(c1=O)C[C@H]1[C@H](CO)[C@@H](C(=O)NCCC)[C@@H]2N1S(=O)(=O)c1cn(C)cn1 (mixture of isomers)	.	-1	.	0	0.4	6	-1.7	.
CCCn1c(N)c(N(CCOC)C(=O)c2ccc(F)cc2F)c(=O)[nH]c1=O	-2	5	-8	4	0.1	0	-2.1	-1
C[C@H]1CN([C@@H](C)CO)C(=O)c2cccc(NC(=O)c3cnccn3)c2O[C@H]1CN(C)Cc1ccc(C(=O)O)cc1	-3	-7	5	.	-1.0	24	-2.8	6
O=C(O)c1cccc(OCCN2CCCC2=O)c1	-2	4	3	6	0.0	14	-0.3	1
Cc1noc(C)c1S(=O)(=O)Nc1ccc2c(c1)CC(=O)N([C@@H](C)CO)C[C@H](C)[C@@H](CN(C)CC1CC1)O2	-10	1	-3	.	-0.1	3	-0.6	-2
CC(C)NC(=O)c1ccc2sc([C@H]3C[C@H](O)[C@@H](CO)O3)nc2c1	.	-4	5	-9	-0.1	.	1.3	3

# Structures listed so far containing two or more sulfur atoms (2):
compound	ARNT TACC3 PPI	EWS-Fli block	DENV2 CPE	PAX8 inh HTS	XiGFP reactiv	INS-1E GSIS act	CFTR F508del cor	ERp5 block
Cc1cc(C)nc(NS(=O)(=O)c2ccc(NC(=O)CSc3nc4ccccc4[nH]3)cc2)n1	16	-6	0	-3	0.3	0	.	5
Cc1cc(-c2nc(C)c(-c3nnc(SCC(=O)Nc4ccc(Cl)cc4)n3C)s2)no1	.	10	-2	-8	?	11	2.5	7

# Returning to the listing with the 2 entries that preceded the break.
compound	ARNT TACC3 PPI	EWS-Fli block	DENV2 CPE	PAX8 inh HTS	XiGFP reactiv	INS-1E GSIS act	CFTR F508del cor	ERp5 block
Cc1noc(C)c1S(=O)(=O)Nc1ccc2c(c1)CC(=O)N([C@@H](C)CO)C[C@H](C)[C@@H](CN(C)CC1CC1)O2	-10	1	-3	.	-0.1	3	-0.6	-2
CC(C)NC(=O)c1ccc2sc([C@H]3C[C@H](O)[C@@H](CO)O3)nc2c1	.	-4	5	-9	-0.1	.	1.3	3
O=C(C1CCOCC1)N1CC(=O)N2[C@H](C1)[C@H](c1ccc(C#CC3CCCC3)cc1)[C@@H]2CO	.	-5	-1	.	-0.1	0	-0.7	-5
O=C(CCc1ccc(S(=O)(=O)N2CCOCC2)cc1)Nc1ccc(F)c(F)c1F	-1	9	0	16	0.3	6	0.6	0
CN1CCN(C(=O)C[C@@H]2C[C@H]3c4cc(NC(=O)Nc5ccccc5F)ccc4O[C@H]3[C@@H](CO)O2)CC1	-3	-8	0	-9	0.0	-2	2.4	.
Cc1cccc(-c2noc(-c3ccccc3C(=O)NCc3ccco3)n2)c1	1	-44	-2	-45	0.0	-23	-0.6	4
O=C(Cc1ccc(NC(=O)C2CCCN(C(=O)C3CCCC3)C2)cc1)Nc1ccc(C(=O)N2CCOCC2)cc1 (stereo not drawn)	-3	-4	-10	-9	0.1	4	-0.2	-4
COc1ccc2c3c([nH]c2c1)[C@@H](CO)N(C(=O)NC(C)C)CC31CCN(Cc2ccc(F)cc2)CC1	.	29	13	30	0.0	-6	0.0	-1
O=C(CNc1cccc2ccccc12)N/N=C/c1ccc([N+](=O)[O-])cc1	0	-7	11	8	0.0	-1	-0.4	3
C[C@@H]1CN([C@H](C)CO)C(=O)c2cc(NC(=O)Cn3cnnn3)ccc2O[C@H]1CN(C)S(C)(=O)=O	-6	4	16	.	-0.1	0	0.4	3
C=CCc1ccc(OCC(O)CN2CCN(Cc3ccccc3)CC2)c(OC)c1 (stereo not drawn)	-2	8	3	-12	0.2	-4	-0.3	-3
C[C@@H]1CCCCO[C@H](CN(C)CC2CCCCC2)[C@@H](C)CN([C@H](C)CO)C(=O)c2cc(NS(=O)(=O)c3ccc(Cl)cc3)ccc2O1	-9	-4	-3	-12	0.3	-9	3.6	.
CCCN(CC(=O)Nc1ccccc1OC)C(=O)CN1C(=O)NC2(CCCCC2)C1=O	19	0	6	10	0.1	-4	0.8	-8
NC(=O)c1cc([N+](=O)[O-])c(Cl)cc1NCc1ccccn1	5	7	?	33	0.1	-4	0.8	3
C[C@@H]1CN([C@H](C)CO)C(=O)Cc2cc(NS(=O)(=O)c3cccs3)ccc2O[C@@H]1CN(C)C(=O)Nc1ccc(F)cc1	-1	8	6	5	-0.1	-1	-3.1	-2
COc1ccc(NC(=O)CCN2C(=O)C3C4C=CC(C4)C3C2=O)cc1 (stereo not drawn)	-6	-3	-1	5	0.5	-4	-4.9	-2
Cc1ccc(S(=O)(=O)N(C)C[C@@H]2OCc3ccccc3-c3ccccc3C(=O)N([C@H](C)CO)C[C@H]2C)cc1	8	3	4	.	0.1	-29	0.3	7
COc1ccc(NC(=O)NS(=O)(=O)c2ccc(C)cc2)cn1	-3	7	-3	11	-0.1	-3	0.6	-19
O=C(NCc1ccccc1)c1onc(CSc2ccccn2)c1C(=O)NCc1ccccc1	-2	18	-10	2	0.0	3	-1.3	-1
COc1ccc(Nc2n[nH]c(N)c2C(N)=O)cc1	-42	-6	-3	8	.	9	1.1	0
CC(C)(C)[C@@H]1C=C(C(=O)N2CCCC2)O[C@H](OCc2ccc(CO)cc2)C1	.	-20	-9	-70	.	.	-0.2	6
Cc1ccc2c(-c3ccc([N+](=O)[O-])cc3)cc(=O)[nH]c2c1	0	-1	?	-2	0.1	-5	-2.8	3
CCOc1ccc(C(=O)Nc2nnc(S(=O)(=O)N3CCCCC3)s2)cc1	.	.	3	0	0.0	10	-0.7	1
CCCCn1c(N)c(N(CC(C)C)C(=O)CSCC(=O)Nc2ccc(C)cc2)c(=O)[nH]c1=O	4	5	?	1	0.8	.	-0.5	6
Cc1cc2c(SCC(=O)NCC3CCCO3)ncnc2s1 (stereo not drawn)	.	0	2	-2	0.0	12	-0.1	-1
CC(C)NC(=O)N(C)C[C@H]1Oc2ccc(NC(=O)Nc3ccc(C(F)(F)F)cc3)cc2C(=O)N([C@@H](C)CO)C[C@@H]1C	.	-9	-2	-8	0.8	22	1.6	-6
Cc1ccc(C)c(N)c1	.	-6	-17	.	.	3	0.5	-4
CCOCCSc1nc2c(c(-c3cccs3)c1C#N)CC/C2=C/c1cccs1	-8	-5	.	29	0.2	3	.	.
Cc1[nH]c2ccccc2c1C(=O)C(=O)N1CC(C)OC(C)C1 (stereo not drawn)	-1	13	-8	14	0.1	12	-1.1	2
